TLR4 MyD88 comp – inhibitors of TLR4-MyD88 association in cells, primary screen, cell-based, HeLa CL3-4, BLA complementation, FRET ratio | HeLa CL3-4 TLR4/MyD88 BLA complementation | Toll-like receptor 4 (Homo sapiens) + Myeloid differentiation primary response protein … | AID 861, 2007 | hit rate 0.18% among 200,000 | inhibition, % at 8.4 µM; in the data active = inhibition above about 25%;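 note: 0% = vehicle and 100% = reference inhibitor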
Target sequence (O00206 whole entry, looked up): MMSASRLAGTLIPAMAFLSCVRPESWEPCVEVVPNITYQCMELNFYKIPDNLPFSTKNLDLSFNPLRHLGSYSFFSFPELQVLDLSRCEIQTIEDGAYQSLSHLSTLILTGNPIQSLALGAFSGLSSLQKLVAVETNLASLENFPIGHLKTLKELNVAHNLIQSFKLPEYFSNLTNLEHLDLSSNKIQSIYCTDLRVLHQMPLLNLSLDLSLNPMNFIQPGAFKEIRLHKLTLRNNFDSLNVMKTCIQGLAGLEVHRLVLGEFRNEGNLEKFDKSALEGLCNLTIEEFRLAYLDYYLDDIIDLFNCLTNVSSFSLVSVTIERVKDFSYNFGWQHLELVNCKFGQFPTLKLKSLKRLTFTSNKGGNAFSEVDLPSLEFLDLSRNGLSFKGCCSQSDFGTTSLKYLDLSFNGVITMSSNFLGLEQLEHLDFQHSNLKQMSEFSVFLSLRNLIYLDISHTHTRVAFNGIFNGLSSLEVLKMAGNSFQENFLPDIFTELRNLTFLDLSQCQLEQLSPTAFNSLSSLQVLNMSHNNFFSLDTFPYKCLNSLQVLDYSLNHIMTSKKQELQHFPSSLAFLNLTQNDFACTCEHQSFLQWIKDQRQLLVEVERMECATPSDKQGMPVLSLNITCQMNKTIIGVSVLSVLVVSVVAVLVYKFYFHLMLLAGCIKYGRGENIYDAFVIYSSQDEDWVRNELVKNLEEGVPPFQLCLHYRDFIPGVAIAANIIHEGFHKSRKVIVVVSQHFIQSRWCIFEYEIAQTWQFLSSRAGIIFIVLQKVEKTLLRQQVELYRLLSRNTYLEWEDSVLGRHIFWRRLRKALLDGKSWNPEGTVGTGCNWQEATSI
Target sequence (Q99836 whole entry, looked up): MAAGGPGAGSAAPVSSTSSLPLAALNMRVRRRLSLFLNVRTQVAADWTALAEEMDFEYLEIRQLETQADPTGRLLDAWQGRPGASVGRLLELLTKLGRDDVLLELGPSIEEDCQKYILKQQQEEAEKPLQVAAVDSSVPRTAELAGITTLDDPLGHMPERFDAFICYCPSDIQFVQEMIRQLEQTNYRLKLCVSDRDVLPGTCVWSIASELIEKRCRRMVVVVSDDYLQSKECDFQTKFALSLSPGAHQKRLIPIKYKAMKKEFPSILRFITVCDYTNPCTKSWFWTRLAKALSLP
STAT3 blocker – IL-6 driven STAT3 reporter inhibitors, primary screen, U3A cells, luciferase, luminescence, MLSCN library | IL-6 STAT3-luciferase reporter; host cell line lacks STAT1 | inhibition, % at 5.5 µM | hit rate 0.89% among 190,000 | AID 862, 2007;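 active = inhibition above the mean inhibition across all screened compounds plus 3 SD, cut at about 44% in these data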;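 note: 0% = DMSO only wells and 100% = 100 µM nifuroxazide control wells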
G6PDH counter – L. mesenteroides G6PDH inhibitors, counter-screen for G6PDH-coupled screening assays, biochemical, Leuconostoc mesenteroides enzyme. Purified L. mesenteroides G6PDH, diaphorase/resazurin coupled fluorescence, 45 min. inhibition, % at 5 µM. hit rate 0.12% among 200,000. AID 1020, 2008; in the data active = inhibition above about 50%
APP transl inh – inhibitors of APP translation via 5'UTR reporter, primary screen, APP 5'UTR luciferase, SH-SY5Y cells. SH-SY5Y APP 5'UTR-luciferase reporter, luminescence. inhibition, % at 2 µM. hit rate 0.82% among 190,000. AID 1285, 2008;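 active = inhibition above a set limit, derived from the sample mean plus 3 SD, cut at about 45% in these data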; note: values of inactives mirror those of a sister screen read the other way
STAT1 activator – STAT1 signaling activators, primary screen, cell-based, HTS, luciferase reporter; NIH 3T3 STAT1-luciferase reporter, IFN-gamma, luminescence; 100% = IFN-gamma alone, no compound; activation (% of control), % at 5.5 µM; hit rate 2.6% among 200,000; AID 932, 2007;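 active = activation above the screen-wide mean activation plus 3 SD, cut at about 130% in these data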;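 note: raw ratio to IFN-gamma control signal so 100% means no change and 0% no light; values of inactives mirror those of a sister screen read the other way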
Hsp70 act – Hsp70 transcriptional activators, primary screen, cell-based, HeLa, Hsp70 promoter luciferase, luminescence, 10 µM. AID 1203, 2008. HeLa Hsp70 promoter luciferase reporter; scaled: vehicle 0, proteasome-inhibitor control 100%. activation, % at 10 µM. hit rate 0.04% among 200,000;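 active = activation above the mean across all tested compounds plus 3 SD, cutoff set per campaign, cut at about 5.5% in these data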;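 note: 100% = MG132 at 30 µM as the positive control and 0% = DMSO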
STAT1 inh – STAT1 signaling inhibitors, primary screen, cell-based, HTS, luciferase reporter. AID 920, 2007. hit rate 0.35% among 200,000. inhibition, % at 5.5 µM. NIH 3T3 STAT1-luciferase reporter, IFN-gamma, luminescence;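 active = inhibition above a set limit, the mean inhibition across all tested compounds plus 3 SD, cut at about 34% in these data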;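 note: 0% = IFN-gamma with DMSO and 100% = IFN-gamma with 300 µM nifuroxazide; values of inactives mirror those of a sister screen read the other way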
Diaphorase inh – diaphorase inhibitors and chemical oxidizers, primary screen, counter-screen for diaphorase-coupled primary assays, biochemical, uHTS, resorufin fluorescence; diaphorase resazurin-to-resorufin fluorescence, NADH, 16 min; bacterial (C. kluyveri) enzyme, not human; inhibition, % at 20 µM; hit rate 0.69% among 190,000;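 active = primary screen inhibition at 20 µM above a set limit, cut at about 50% in these data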;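 note: plate controls were DMSO with full reaction for no effect and wells lacking NADH for full effect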
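Test system: Clostridium kluyveri diaphorase enzyme / Quantity: diaphorase at 0.14 U/mL in enzyme working solution / Incubation: 16-min room-temperature incubation before reading / Benchmarks: NADH-free wells as positive control, DMSO-only neutral wells / Signal: resorufin fluorescence 544/590 nm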
STAT3 act – IL-6 driven STAT3 reporter potentiators, primary screen, U3A cells, luciferase, luminescence, MLSCN library | IL-6 STAT3-luciferase reporter; 100% = signal with IL-6 EC80 alone | hit rate 0.91% among 190,000 | activation (% of control), % at 5.6 µM;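 active = activation above the screen-wide mean of compound activation plus 3 SD, cut at about 130% in these data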;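 note: 0% = background luminescence of wells with medium and substrate only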
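system = STAT3-luciferase reporter U3A cells | reagent = IL-6 stimulus at 33 ng/mL final | timing = 1 h compound pre-exposure, 6 h IL-6 stimulation, 37 °C | measured by = luminescence | evaluation = % activation versus median of IL-6-stimulated wells | control set = IL-6-only wells as 100% reference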
Diaphorase act – compounds boosting diaphorase resazurin reduction – biochemical, uHTS, resorufin fluorescence, counter-screen for diaphorase-coupled primary assays, primary screen; hit rate 0.005% among 190,000; activation factor at 20 µM; Diaphorase/resazurin coupled assay, 16 min; active compounds read high; 1 = vehicle wells, 0 = NADH-free wells;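 active = diaphorase activity raised at least twofold by the compound at 20 µM; inactive = activation factor below 2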
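Material: purified diaphorase enzyme from Clostridium kluyveri / Medium: HEPES pH 7.4 buffer with MgCl2 and Tween 20 / Schedule: enzyme reaction of 16 min at room temperature / Measured by: resorufin fluorescence, excitation 544 nm, emission 590 nm / Evaluation: rise in resorufin formation, marking diaphorase activation or chemical reduction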
* marks the source's active call; other numbers are inactive results; nt = not tested or not shown; & = joins results of further samples.

Values run as follows: TLR4 MyD88 comp	STAT3 blocker	G6PDH counter	APP transl inh	STAT1 activator	Hsp70 act	STAT1 inh	Diaphorase inh	STAT3 act	Diaphorase act
COc1ccc(C(=O)NCc2nnc(SCC(=O)N3CCCc4ccccc43)o2)cc1OC
→ 4	3	8	0	101	0.0	-4	-2	102	1
Cc1ccc(OC(=O)c2sc3ncn(C)c(=O)c3c2C)cc1
→ -3	14	5	-129	136*	-0.2	-39	17	90	0.8
O=C(CN1C(=O)c2ccccc2C1=O)N1CCCCC1
→ -9	3	0	-1	101	0.2	-1	18	102	0.8
Cc1ccc(-n2c(C)cc(C(=O)COc3c(CO)cc(F)cc3CO)c2C)cc1C
→ 0	1	16	-3	102	-0.1	0	12	97	0.9
Cc1ccc(C(=O)N/C(=C/c2ccc(-c3ccc(Br)cc3)o2)C(=O)NC2CCS(=O)(=O)C2)cc1 (centres undefined)
→ -17	-3	6	0	104	-0.3	-5	2	101	1
Cc1ccc(OCC(=O)N/N=C/c2ccco2)cc1
→ -5	11	-1	-2	101	-0.4	-1	0	95	1
Cc1nnc(NC(=O)CSc2ccc(-c3ccco3)nn2)s1
→ 1	-8	0	-20	101	0.2	-1	37	111	0.6
COc1ccc(CN2CCCC2C(=O)Nc2ccc(OC)c(OC)c2)cc1OC (centres undefined)
→ -11	10	4	-10	100	-0.2	0	7	98	0.9
CCCNC(=S)N1CCC(NC(=O)C2CCCCC2)CC1
→ -4	9	-1	9	96	0.1	4	4	96	1
COc1cccc(-c2noc(CCCC(=O)Nc3ccc(C(N)=O)cc3)n2)c1
→ -4	-11	7	-14	98	0.1	1	18	111	0.8
Cc1ccc([N+](=O)[O-])cc1NC(=O)C(Sc1ccccc1)c1ccccc1 (centres undefined)
→ 15	-8	17	8	107	0.4	-7	18	105	0.8
CC1CC(C)(C)NC(=S)N1CCCC(=O)Nc1ccc(F)c(F)c1 (centres undefined)
→ 0	9	-6	-18	98	0.0	0	12	94	0.9
COc1ccc(OC)c(S(=O)(=O)Nc2cccc(-c3ccc4nncn4n3)c2)c1
→ 7	10	4	3	91	-0.1	9	-4	97	1
O=C1c2ccccc2C(=O)c2c1cccc2N1CCOCC1
→ 0	-13	9	-13	112	-0.3	-13	14	118	0.9
O=C(Cc1cc(=O)[nH][nH]1)N/N=C/c1cccc(Cl)c1Cl
→ -4&11	5&-6	1&-12	0&2	102&104	-0.3&-0.3	-3&-5	-6&5	99&104	1.1&0.9
O=C(Nc1ccc(NC(=O)c2sc3ccccc3c2Cl)cc1Cl)c1ccco1
→ 11	30	2	-22	105	0.1	-6	13	83	0.9
CC(C)(C)CC(=O)Nc1ccccc1N1CCN(c2ccccc2)CC1
→ 3	6	4	-6	93	-0.2	6	22	100	0.8
Clc1ccc(OCCN2CCCCC2)c(Cl)c1
→ -6	3	0	12	106	-0.3	-6	6	102	0.9
COc1ccc(C(=O)Nc2ccccc2C(=O)NC(Cc2ccc(O)cc2)C(=O)NNC(=O)c2ccc(C)cc2)cc1 (centres undefined)
→ 3	0	6	16	103	-0.3	-3	15	97	0.9
O=C(CN1C(=O)C2CC=C(Cl)CC2C1=O)NCc1ccccc1 (centres undefined)
→ -4	8	4	8	102	-0.3	-2	14	95	0.9
CC(C)C1Cc2c(sc(NC(=S)NC(=O)c3ccccc3)c2C#N)CO1 (centres undefined)
→ -5	4	-24	11	106	-0.3	-6	20	98	0.8
O=C(NCCCN1CCOCC1)C(=O)NCc1ccc(Cl)cc1
→ 0	0	7	1	93	0.5	6	15	106	0.8
Cc1ccc(C(=O)c2cc([N+](=O)[O-])ccc2N2CCCCC2)cc1
→ 9	-31	-19	nt	103	0.8	-3	8	127	0.9
O=S(=O)(NCCSc1ccccc1)c1cccs1
→ -3	-6	-10	-18	104	-0.5	-4	21	108	0.8
C#CC[N+](C)(C)CCCCCCCCCCCC
→ 7	24	7	-1	84	-0.4	17	6	81	0.9
COc1ccc(CCNC(=O)CCn2c(=O)oc3ccccc32)cc1
→ 8	-9	-10	-20	96	-0.4	5	10	107	0.9
Cc1ccc2c(c1)C1CN(C)CCC1N2C(=S)NC(=O)c1ccc(Br)cc1 (centres undefined)
→ 6	-6	-3	13	94	-0.3	6	22	106	0.8
Cc1cc([N+](=O)[O-])ccc1NC(=O)C[n+]1ccc(N(C)C)cc1
→ -17	8	6	-9	96	0.1	3	9	95	0.9
COc1ccccc1NC(=O)c1nn(-c2ccccc2)ccc1=O
→ 14	10	-28	12	104	-0.1	-4	16	96	0.8
COc1ccccc1/C=C/C=N/n1c(C2CCCCC2)n[nH]c1=S
→ -2	11	-34	-5	94	-0.3	7	20	93	0.8
CN(C)Cc1ccc(F)cc1Sc1cc(Cl)ccc1Cl
→ 2	0	8	-31	99	-0.5	1	-12	101	1.1
CCCS(=O)(=O)N1CCN(C(=O)c2ccc(-c3ccccc3)cc2)CC1
→ 9	11	-1	20	89	-0.3	9	13	91	0.9
O=C(CP(=O)(c1ccccc1)c1ccccc1)Nn1cnnc1
→ 6	-1	4	2	105	-0.2	-5	2	103	1
Cc1[nH]c(=O)c(C#N)c2c1COC(C)(C)C2
→ -6	-5	27	1	102	0.0	-2	14	110	0.9
COc1ccc(/C=C(/C(=O)NCc2ccccc2)c2ccccc2)cc1
→ -6	-8	9	-5	108	-0.3	-9	8	110	0.9
CSc1ncc(Cl)c(C(=O)Nc2cccc(C)c2)n1
→ 2	12	-15	1	96	-0.2	5	8	94	0.9
NC(=O)c1ccsc1NC(=O)C1CCCN1S(=O)(=O)c1ccc(Cl)cc1 (centres undefined)
→ -13	5	11	-2	99	0.0	1	20	98	0.8
Cc1ccccc1CC1(CO)CCCN(Cc2ccn[nH]2)C1 (centres undefined)
→ -4	0	-4	2	98	-0.2	0	11	102	0.9
CCOC(=O)C(C(=O)NCCCN1CCOCC1)C1CCCCC1 (centres undefined)
→ -1	-7	14	-12	98	-0.3	0	10	107	0.9
CCOC(=O)c1c(NC2=NS(=O)(=O)c3ccccc32)sc2c1CCC(C)C2 (centres undefined)
→ 52*	0	-18	7	101	0.0	-1	7	99	0.9
Cc1cc(C)c(S(=O)(=O)c2cccc(Cl)c2)c(Cl)n1
→ -7	4	4	-2	111	0.0	-11	2	104	1
CCNC(=S)N/N=C/c1ccc(OCCOc2ccccc2C)cc1
→ 13	19	-14	11	93	-0.3	3	14	90	0.9
O=C(CSc1nc2ccccc2n1-c1ccccc1)Nc1ncc(Cl)cc1Cl
→ -5	-5	-19	3	100	-0.3	1	10	103	0.9
CCCS(=O)(=O)NCCc1cc2c(OC)ccc(OC)c2[nH]c1=O
→ 8	7	0	-1	95	-0.3	5	5	97	0.9
CCOC(=O)C(CC)Sc1nc2c(c(=O)[nH]c(=O)n2C)n1CCc1ccccc1 (centres undefined)
→ -1	2	1	-15	99	0.0	1	-3	100	1
Cc1ccc2cccc(Oc3ccc([N+](=O)[O-])cc3[N+](=O)[O-])c2n1
→ -5	10	-1	22	91	-0.2	11	23	94	0.8
CC(=O)c1cccc(NC2c3ncccc3C(=O)N2Cc2ccco2)c1 (centres undefined)
→ 1	-19	-1	-5	93	-0.3	7	11	120	0.9
O=C(NCC(c1cccnc1)N1CCN(c2ccccc2F)CC1)c1cccc(Cl)c1 (centres undefined)
→ -9	13	2	-7	99	0.2	0	3	89	1
Cc1ccc(C2=N/C(=C/c3cccs3)C(=O)N2Nc2ccccc2)cc1
→ 4	4	-3	nt	96	-0.2	4	18	102	0.8
Nn1c(Cc2cccc3ccccc23)nnc1SCc1ccccc1
→ 17	1	4	-1	104	-0.3	-4	0	101	1
O=C(O)CSc1nnc(Nc2ccccc2)n1-c1ccccc1
→ 4	10	5	-32	99	-0.2	2	-6	93	1.1
N#Cc1ccc(NC(=O)COC(=O)CCc2ccc(S(=O)(=O)N3CCCCC3)cc2)cc1
→ 1	2	-8	12	97	0.3	3	21	100	0.8
O=C(CCNS(=O)(=O)c1cccc2nsnc12)N1CC(=O)N(CCc2ccccc2)C(=O)C1
→ 8	1	8	3	99	-0.1	1	20	103	0.8
COc1cc(OC)cc(C(=O)N2CCCc3ccccc32)c1
→ -3	-31	4	-30	112	-0.1	-13	12	129	0.9
COc1cc2c(cc1OC)CN(CC(=O)Nc1ccc3c(c1)OCO3)CC2
→ -13	-2	0	-2	102	-0.1	-2	-1	105	1
Cc1ccc(C(=O)COC(=O)CN2C(=O)C3C4CCC(C4)C3C2=O)cc1[N+](=O)[O-] (centres undefined)
→ -3	-2	-7	-8	96	-0.4	5	20	101	0.8
N#C/C(=C1/CCCCCN1)c1nnc2n1CCCCC2
→ 1	11	7	4	97	-0.2	3	7	94	0.9
CC(=O)Nc1cccc(C(=O)OCc2ccccc2)c1
→ -5	11	23	-12	109	0.3	-10	-8	93	1.1
Cn1c(-c2ccccc2)c(/C=N/NC(=O)c2cccnc2)c2ccccc21
→ -13	-34	1	-4	131*	-0.1	-36	24	131	0.8
COc1ccc(CC(=O)N2CCC(c3ccccc3)C2)cc1 (centres undefined)
→ 1	-1	0	-10	116	0.1	-19	-8	108	1.1

Continued.
Values run as follows: TLR4 MyD88 comp	STAT3 blocker	G6PDH counter	APP transl inh	STAT1 activator	Hsp70 act	STAT1 inh	Diaphorase inh	STAT3 act	Diaphorase act
COC(=O)CN(C(=S)Nc1ccc(Cl)cc1)C1CC(=O)N(c2ccc(OC)cc2)C1=O (centres undefined)
→ -11	7	1	-8	103	0.1	-3	13	103	0.9
COc1ccc(CNC(=O)CN2CCC(n3nnc4cc(F)ccc43)CC2)cc1
→ 3	6	11	11	88	-0.5	13	20	96	0.8
CN(C)C(=O)N1CCC(C(=O)NCc2cccs2)CC1
→ 6	-49	1	-2	98	-0.5	1	5	145*	0.9
CN(C(=O)COC(=O)c1ccc2c(c1)OCCO2)c1ccccc1
→ 14	4	-3	-15	99	-0.6	0	5	100	1

Screens: PubChem BioAssay, several laboratories
